Source: PubChem BioAssay
STK33 kinase inh: human STK33 kinase inhibition. Q9BYT3. purified STK33, MBP phosphorylation, ADP-Glo luminescence. inhibition, % at 10 µM. 320,000 compounds, 0.073% hits;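 active means inhibition at or above 25%, using the most active replicate where run in duplicate; inactive means inhibition below 25%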
Kir21 inh: blocks the mouse Kir2.1 inward-rectifier potassium channel | P35561 | HEK293-Kir2.1, FluxOR thallium flux fluorescence; hits give low values | B-score at 10 µM | 310,000 compounds, 0.85% hits | AID 1672;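 active means fluorescence ratio B-score at or below minus 3 SD of library scores, with starting-brightness B-score within 2 SD, cut at about -4.2 in these data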;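 further: channel flux triggered by added potassium and thallium sulfate stimulus; B-score of peak minus minimum fluorescence over baseline after thallium stimulus; more negative B-score means stronger Kir2.1 block with less thallium influx; some compounds called inactive have numbers as strong as hits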
KCNQ2 inh: KCNQ2 channel blockers in CHO-K1 cells – cell-based, FluxOR thallium flux, B-score, primary screen (AID 2156). O88943. 20 min; hits give low values. B-score at 10 µM. 310,000 compounds, 1.1% hits;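 active means fluorescence ratio B-score at most minus 3 library SDs, with starting brightness B-score within 2 library SDs, cut at about -5.5 in these data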
Target sequence (O88943 whole entry, looked up): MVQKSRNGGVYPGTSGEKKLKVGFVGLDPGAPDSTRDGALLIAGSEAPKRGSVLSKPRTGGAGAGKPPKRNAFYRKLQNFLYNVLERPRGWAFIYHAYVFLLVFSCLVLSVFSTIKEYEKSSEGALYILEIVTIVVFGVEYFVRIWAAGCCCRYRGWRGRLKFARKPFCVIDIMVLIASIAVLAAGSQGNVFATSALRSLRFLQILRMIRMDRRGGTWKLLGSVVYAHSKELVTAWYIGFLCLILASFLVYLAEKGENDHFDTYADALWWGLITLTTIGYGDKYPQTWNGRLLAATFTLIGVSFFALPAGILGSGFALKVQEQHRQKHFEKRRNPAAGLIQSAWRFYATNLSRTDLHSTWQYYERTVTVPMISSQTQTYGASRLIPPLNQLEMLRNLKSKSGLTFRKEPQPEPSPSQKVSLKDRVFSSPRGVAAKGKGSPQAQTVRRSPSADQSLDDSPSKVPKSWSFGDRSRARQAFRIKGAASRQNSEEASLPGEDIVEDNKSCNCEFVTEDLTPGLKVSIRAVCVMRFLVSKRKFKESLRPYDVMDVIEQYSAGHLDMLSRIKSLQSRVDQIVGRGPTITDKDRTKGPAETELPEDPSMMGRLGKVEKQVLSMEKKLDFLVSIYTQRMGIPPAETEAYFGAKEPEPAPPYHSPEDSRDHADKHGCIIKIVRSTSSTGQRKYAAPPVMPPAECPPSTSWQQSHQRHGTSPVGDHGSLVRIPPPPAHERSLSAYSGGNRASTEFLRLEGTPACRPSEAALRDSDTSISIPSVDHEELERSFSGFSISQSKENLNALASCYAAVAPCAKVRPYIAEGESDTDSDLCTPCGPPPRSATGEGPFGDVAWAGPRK
An asterisk follows results filed as active; i = inactive; · = no result given.

SMILES	Kir21 inh	KCNQ2 inh	STK33 kinase inh
Cc1ccc(SC(C)c2nc(-c3cccnc3)no2)cc1 (stereo not given)	-1.53	i	-2.0
COc1ccc(C2=NOC(C(=O)Nc3ccc4c(c3)OCO4)C2)cc1OC (stereo not given)	-1.04	i	-0.5
CC(/C=N/NC(=O)Cn1cnc2c1c(=O)n(C)c(=O)n2C)=C\c1ccccc1	-0.08	i	-0.9
Cc1ccc(C(=O)NCC(=O)OC(C)C(=O)NC2CCCc3ccccc32)cc1 (stereo not given)	1.21	i	-1.2
CCN(CC)CCOC(=O)c1ccc(NC(=O)c2cccc(C)c2[N+](=O)[O-])cc1	0	i	4.9
Cn1c(=O)c2c(nc(N3CCCCCC3)n2CC(=O)c2ccccc2)n(C)c1=O	0.97	i	-4.0
Cc1ccc(CSc2nnc(-c3ccncc3)n2N)cc1	0.56	i	-0.1
Cc1ccc(C(=O)Oc2ccccc2N2C(=O)C3C4CCC(C4)C3C2=O)cc1 (stereo not given)	1.72	i	-0.6
O=C(Nc1nnc(SCC(=O)N2CCCCC2)s1)c1ccccc1F	-0.35	i	3.1
Cc1cccc(NC(=O)CN2C(=O)CCSc3ccc(S(=O)(=O)N4CCOCC4)cc32)c1C	-0.37	i	0.5
CCC(C)(C(=O)Nc1ccc(OC)cc1)N(C)C(=O)Cn1nnnc1N (stereo not given)	-1.24	i	0.1
Cn1c(Cn2c(=O)sc3ccccc32)nnc1SCC(=O)NCc1ccccc1Cl	1.27	i	-1.9
O=C1CCc2cc(S(=O)(=O)N3CCCC3C(=O)NC3CCCCCCC3)ccc2N1 (stereo not given)	-2.28	i	-0.2
Cc1ccc(-c2nnn(CC(=O)NC3CC4CCC3C4)n2)cc1 (stereo not given)	0.02	i	-1.6
O=C(CNC(=O)c1ccco1)N/N=C/c1cc(Br)ccc1O	-0.62	i	0.5
COc1cccc(C(=O)N2CCN=C2SCc2cccnc2)c1OC	-0.33	i	1.0
CC(=O)N1N=C(c2cccs2)CC1c1ccc(C)o1 (stereo not given)	-1.85	i	-0.8
Cn1nnc(NC(=S)NC(=O)/C=C/c2ccco2)n1	0.54	i	-0.5
CNC(=O)/C=C/c1cccc(C(F)(F)F)c1	1.2	i	1.5
COc1ccc(-c2noc(-c3ccc(Br)o3)n2)cc1	1.21	i	3.7

Entries from the list above with four or more nitrogen atoms:
SMILES	Kir21 inh	KCNQ2 inh	STK33 kinase inh
CC(/C=N/NC(=O)Cn1cnc2c1c(=O)n(C)c(=O)n2C)=C\c1ccccc1	-0.08	i	-0.9
Cn1c(=O)c2c(nc(N3CCCCCC3)n2CC(=O)c2ccccc2)n(C)c1=O	0.97	i	-4.0
Cc1ccc(CSc2nnc(-c3ccncc3)n2N)cc1	0.56	i	-0.1
O=C(Nc1nnc(SCC(=O)N2CCCCC2)s1)c1ccccc1F	-0.35	i	3.1
CCC(C)(C(=O)Nc1ccc(OC)cc1)N(C)C(=O)Cn1nnnc1N (stereo not given)	-1.24	i	0.1
Cn1c(Cn2c(=O)sc3ccccc32)nnc1SCC(=O)NCc1ccccc1Cl	1.27	i	-1.9
Cc1ccc(-c2nnn(CC(=O)NC3CC4CCC3C4)n2)cc1 (stereo not given)	0.02	i	-1.6
Cn1nnc(NC(=S)NC(=O)/C=C/c2ccco2)n1	0.54	i	-0.5

Additional records follow:
SMILES	Kir21 inh	KCNQ2 inh	STK33 kinase inh
Fc1cccc(Cl)c1CSc1ccc2nnc(-c3ccccn3)n2n1	-0.44	i	-1.0
CCn1c2ccccc2c2nnc(SCCN3CCCCC3)nc21	-0.98	i	-0.5
COc1ccc(-c2nc(CN3CCN(C(=O)c4ccco4)CC3)c(C)o2)c(F)c1	1.93	i	-1.3
COC(=O)c1ccccc1NC(=O)c1cccc(NC(=O)C(C)C)c1	1.53	i	3.1
CCOC(CCNC(=O)c1cn(-c2cccc(C)n2)cn1)OCC	0.27	i	-2.9
Cc1ccc(C(=O)C2=C(O)C(=O)N(Cc3cccnc3)C2c2ccc(Cl)cc2)o1 (stereo not given)	0.98	i	0.4
CCOC(=O)C1=C(C)N=C2c3ccccc3C(=O)C2C1c1ccc(Cl)cc1 (stereo not given)	-0.62	i	-1.2
CCOc1ccc(C(C)=O)cc1CN1c2ccc(S(N)(=O)=O)cc2CC1C (stereo not given)	-0.2	i	0.2
O=C(O)c1cc(/C=C/c2ccc(N3CCOCC3)c([N+](=O)[O-])c2)nc2ccccc12	4.13	i	-1.5
O=C(NCCSc1c[nH]c2ccccc12)c1ccc2c(c1)OCO2	0.21	i	0.4
O=C(Cn1nnc(-c2cccc(C(F)(F)F)c2)n1)NC(=O)NCc1ccco1	0.35	i	-1.2
CN(C)c1cc(-c2ccccc2)nc(N)n1	-0.29	i	-1.4
O=c1c2ccccc2[nH]c(=S)n1CCN1CCCCC1	-1.59	i	-0.6
O=C1CN(C(=O)C2CCC(=O)N(CCc3ccc(Cl)cc3)C2)CCN1 (stereo not given)	0	i	-2.2
Cc1ccc(CNC(=O)[C@H](C)NC(=O)C2CCN(C(=O)[C@@H]3CCCN3C(=O)OC(C)(C)C)CC2)cc1	0.36	i	-0.9
Cc1ccn2c(-c3n[nH]c(=S)n3Cc3ccccc3)c(C)nc2c1	-1.22	i	0.0
O=C(CCC1CCCN(C(=O)C2(c3ccccc3)CC2)C1)N1CCN(c2ccccn2)CC1 (stereo not given)	0.06	i	0.2
COc1cc(C)c(Br)cc1S(=O)(=O)N1CCCC1	-3.61	i	-2.5
O=C(c1cccc(F)c1)N1CCN(C(=O)c2cc(-c3ccc(Cl)cc3Cl)on2)CC1	-0.81	i	-0.4
COc1ccc(S(=O)(=O)N2CCC(NC(=O)Nc3ccc(C)cc3)CC2)cc1	0.16	i	1.4
Cc1cc(Cl)c2oc(C(=O)N(C)Cc3ccon3)c(C)c2c1	-0.5	i	-2.1
COc1cc(C(=O)OCC(=O)Nc2cc(C)on2)c([N+](=O)[O-])cc1OC	0.29	i	-0.4
COc1cccc(-c2cc(C(=O)NCc3cccs3)no2)c1	0.79	i	0.2
Cc1cc(Br)c(S(=O)(=O)n2nnc3ccccc32)cc1C	0.41	i	0.7
O=C(Cn1ncc2c(=O)oc3ccccc3c21)NCC1COc2ccccc2O1 (stereo not given)	0.1	i	-3.1
COc1ccc(NC(=O)C(c2ccc(OC)cc2)N(C)C(=O)CC2NC(=O)NC2=O)cc1 (stereo not given)	-0.06	i	0.5
Nc1c(-c2ccccc2)cnn1C1CCS(=O)(=O)C1 (stereo not given)	0	i	0.7
CCCCCc1nnc(NC(=O)C2CCCO2)s1 (stereo not given)	0.37	i	-0.1
CN(C(=O)CSc1ncccc1C(=O)O)c1ccccc1	-0.3	i	0.4
Cc1ccc([N+](=O)[O-])c(OCC(O)CNC(C)(C)C)c1 (stereo not given)	0.35	i	0.1
O=C1c2ccccc2C(=O)N1CCc1nc(-c2ccc(Cl)cc2)no1	-0.59	i	-0.4
COc1ccccc1C(=O)N/N=C(\C)CC(=O)Nc1ccccc1NC(C)=O	0.58	i	-1.5
COC(=O)c1cc(C(=O)OC)cc(S(=O)(=O)Nc2ccc(Cl)c(N)c2)c1	0.13	i	-0.2
Cn1c(=O)c2c(nc(SCCN3CCOCC3)n2C)n(C)c1=O	0.87	i	-1.2
CC(OC(=O)C1CCC(=O)N1)C(=O)Nc1cc(Cl)cc(Cl)c1 (stereo not given)	2.04	i	-1.2
CCOc1ccc(-n2c(Cc3cc(=O)[nH]c(=O)[nH]3)nnc2SCC(N)=O)cc1	0.23	i	-0.6
COc1cc(C(=O)NCCC(=O)NC2CCCCCCC2)cc(OC)c1OC	1.24	i	0.1
CC(=C/C(=O)O)/C(=C/c1ccccc1)C(=O)O	-0.85	i	-2.1
CC(=O)c1cccc(OCc2cc(C(=O)N3CCC(N4CCCCC4)CC3)no2)c1	0.01	i	0.7
CC(=O)Nc1ccc(NC(=O)C23CC4CC(C2)CC(n2cnc(Br)n2)(C4)C3)cc1	1.11	i	0.7
CN(/N=C/c1ccccc1Cl)c1ncc(Cl)cc1C(F)(F)F	0.02	i	-0.4
COc1cc(CC(=O)OCC(=O)Nc2ccc3c(c2)OCO3)cc(OC)c1OC	1.94	i	-0.9
Cc1nn(C(C)c2n[nH]c(=S)n2-c2ccc(F)cc2)c(C)c1[N+](=O)[O-] (stereo not given)	1.66	i	-0.7
Cn1c(SCC(=O)Nc2cc(S(=O)(=O)N3CCOCC3)ccc2N2CCOCC2)nnc1-c1ccncc1	0.45	i	-1.2
CNC(=O)NC(=O)CSc1nnc(-c2ccco2)n1Cc1ccccc1	-0.29	i	-2.0
Nc1nc(Cl)cc(N2CCC(c3cc(-c4ccc(Cl)cc4Cl)n[nH]3)CC2)n1	-0.45	i	1.2
CCOC(=O)Nc1ccc2c(c1)Nc1ccccc1S2	1.21	i	-2.2
COC(=O)CNC(=O)COC(=O)/C=C/c1ccccc1[N+](=O)[O-]	2.73	i	-0.5
CCOC(=O)Cc1c(C)nc(N)[nH]c1=O	1.56	i	0.5
CCCc1nn2c(=O)c(C(c3ccc(C)cc3)c3c(O)nc4sc(CCC)nn4c3=O)c(O)nc2s1	-1.85	i	-0.2

Next section.
SMILES	Kir21 inh	KCNQ2 inh	STK33 kinase inh
COc1ccnc2c1c(=O)n(Cc1ccc(Cl)cc1)c(=O)n2C	1.61	i	5.1
CC(=O)N1c2ccc(S(=O)(=O)N3CCC(C(=O)Nc4ncccc4C)CC3)cc2CC1C (stereo not given)	-0.41	i	-0.7
CCOc1ccc(NS(=O)(=O)c2ccc(C(=O)N3CCCC(C)C3)cc2)cc1 (stereo not given)	0.76	i	-2.4
Cc1ccc(C(=O)N(C)CC(=O)Nc2ccc(F)c(F)c2F)o1	1.94	i	-1.7
O=C(Nc1ncnc2sc3c(c12)CCC3)c1ccco1	1.85	i	-1.0
CCN(CC)C(=O)c1ccc(COc2ccccc2Br)o1	0.23	i	-1.6
O=C(NCc1ccc2c(c1)OCO2)C1CC(=O)N(c2ccc(F)cc2)C1 (stereo not given)	0.92	i	-3.5
Cc1nn(C)c(C)c1S(=O)(=O)N1CCC(CO)(Cc2ccc(Cl)cc2)CC1	-0.04	i	-2.1
COc1ccc(C/C(=N\O)c2ccc(OC)cc2)cc1	-0.49	i	-0.3
O=C(Nc1ccc(Cl)cc1N1CCOCC1)C1CCCCC1	0.53	i	-0.1
Cc1ccc(-n2c(Cc3cccs3)nnc2SCC(=O)Nc2ccc(F)c(F)c2)cc1	-0.72	i	-2.0
NC(=NCCc1c[nH]c2ccccc12)NC(=O)c1ccc(F)cc1	-7.23*	i	1.3
COc1ccc(-n2nc(C)cc2N)cc1	-0.01	i	-2.4
Cn1nccc1C(=O)N/N=C/c1cccnc1	0.89	i	1.2
Cn1c(CN2CCCC2)nc2cc(NS(=O)(=O)c3ccc(Cl)cc3)ccc21	-0.46	i	-1.9
CCOC(=O)c1c(C)[nH]c(C(=O)CSc2nnc(CC(C)c3ccccc3)o2)c1C (stereo not given)	1.33	i	-0.1
COc1ccc(Br)cc1/C=N/NC(=O)c1cc(Br)ccc1O	1.09	i	-0.8
CCC(=O)Nc1ccc(-c2nn3c(C)nnc3s2)cc1C	-0.55	i	0.5
Brc1cccc(-c2nnc3n2CCCCC3)c1	-0.48	i	-0.7
O=C(COc1ccc([N+](=O)[O-])cc1)N/N=C/c1cc([N+](=O)[O-])ccc1N1CCOCC1	0.13	i	·
O=C(Nc1ccc2c(c1)OCO2)C1CC(c2ccc(F)cc2)=NO1 (stereo not given)	-0.05	i	-1.1
COc1ccc(-c2nc3c(s2)CCc2onc(-c4ccc(OC)cc4)c2-3)cc1	-0.48	i	-0.8
CC(=O)Nc1cn(C(C)=O)c(C)n1	0.11	i	-0.5
O=C(NCc1ccccc1)C(c1ccccc1)N(Cc1cccs1)C(=O)c1cnccn1 (stereo not given)	-0.78	i	0.7
Oc1ccc(N=Nc2ccccc2C(F)(F)F)c2cccnc12	-0.66	i	-1.0
Cc1ccc(/C(O)=C2\C(=O)C(=O)N(CC(C)O)C2c2ccc(N(C)C)cc2)cc1 (stereo not given)	-1.45	i	0.0
CCn1c(/C=C/c2cc[n+](C)cc2)nc2ccccc21	-1.36	i	0.0
CCC(=O)N1CCN(c2ccc(NC(=O)c3ccco3)cc2Cl)CC1	0.89	i	·
O=C(c1cccc(C(F)(F)F)c1)N1CCC(=O)N(C(CO)Cc2ccccc2)CC1 (stereo not given)	-0.02	i	-0.9
O=C(CSc1nnc(CNC(=O)c2c(F)cccc2F)o1)c1ccccc1	0.39	i	-1.3
Brc1ccc(N=Cc2ccccn2)cc1	0	i	-1.7
COc1ccccc1C(=O)NC(=O)COC(=O)c1ccc([N+](=O)[O-])cc1	0.93	i	-1.3
Cc1ccc(C(=O)N2CCOCC2)cc1S(=O)(=O)N1CCCCC1	0.98	i	0.2
Cc1n[nH]c(C)c1Sc1ccccc1N	-0.51	i	-2.9
COc1ccc(C(=O)COC(=O)CCS(=O)(=O)c2ccc(C)cc2)c(OC)c1	1.72	i	-0.4

Compounds as they come; about 1.9% have a hit in one of these screens.
